Assay outcomes (PubChem BioAssay)
Vif inh: blocks HIV Vif function. HEK293T cells, Vif self-association by quenched fluorescence, imaging, 24 h. inhibition, % at 7.49 µM. actives 0.35% (n = 340,000). AID 602346; in the data active = inhibition above about 50%, passing the limit was not always enough; note: some results filed as inactive read as strong as hits
Granule exo inh: lytic granule exocytosis inhibition; actives 0.66% (n = 360,000); inhibition, % at 10 µM; TALL-104 LAMP-1 surface exposure, flow cytometry; cells stimulated with thapsigargin and PMA; AID 651702;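 active = inhibition above about 55%, limit read from the data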
aDG glyco up: increases alpha dystroglycan glycosylation | AID 624168 | Pro5-aDG cells, alpha-DG glycosylation AlphaScreen (IIH6); 0% Pro5, 100% B10-LARGE cell signal | actives 0.22% (n = 360,000) | activation, % at 10 µM;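 active = activation of at least 8% versus controls, or a plate z-score of at least 8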;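 note: Pro5 are CHO cells carrying HIG-tagged alpha-DG that lacks glycosylation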
Cardio protect: protects H9c2 cardiomyocytes from peroxide injury; H2O2 injury protection, ATPLite, 2 h; protection from H2O2 cell death, % at 20 µM; actives 0.63% (n = 360,000);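 active = compounds giving at least 50% protection of heart cells from peroxide-induced death in the single-dose screen, raw or plate-pattern-corrected value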;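 note: 0% = DMSO wells with peroxide and 100% = DMSO wells without peroxide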
PDI turbidity: inhibitors of human protein disulfide isomerase; inhibition, % at 10 µM; actives 0.052% (n = 350,000); P07237; PDI insulin aggregation turbidity, A650, 90 min;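 active = mean inhibition across replicates of 30% or more, whatever share of single replicates reach that level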;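 note: absorbance from insulin aggregation driven by PDI reduction with DTT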
Target sequence (P07237 whole entry, looked up): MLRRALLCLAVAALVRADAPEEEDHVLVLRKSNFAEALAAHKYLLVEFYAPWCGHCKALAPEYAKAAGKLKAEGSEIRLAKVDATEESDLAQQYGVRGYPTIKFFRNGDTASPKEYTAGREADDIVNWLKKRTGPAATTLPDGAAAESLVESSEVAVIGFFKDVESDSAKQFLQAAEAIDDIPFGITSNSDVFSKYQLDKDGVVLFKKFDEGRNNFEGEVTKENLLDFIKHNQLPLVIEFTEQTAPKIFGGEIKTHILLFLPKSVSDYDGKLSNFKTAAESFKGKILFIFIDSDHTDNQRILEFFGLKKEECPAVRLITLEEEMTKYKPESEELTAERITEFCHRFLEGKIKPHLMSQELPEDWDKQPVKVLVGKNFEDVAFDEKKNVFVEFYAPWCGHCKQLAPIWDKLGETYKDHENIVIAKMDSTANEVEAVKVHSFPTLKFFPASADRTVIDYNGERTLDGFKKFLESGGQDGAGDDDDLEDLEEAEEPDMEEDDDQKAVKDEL
HTR2A ag: mouse HTR2A agonism via beta-arrestin recruitment; P35363; CHO-K1 mHTR2A beta-arrestin complementation, luminescence; percent of 30 µM serotonin response; activation, % at 7.6 µM; actives 0.66% (n = 360,000); AID 624169;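 active = activation above a run cutoff, the mean activation of all tested compounds plus 3 SD, cut at about 14% in these data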;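 note: 0% = plate median of compound wells and 100% = 30 µM serotonin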
Target sequence (P35363 whole entry, looked up): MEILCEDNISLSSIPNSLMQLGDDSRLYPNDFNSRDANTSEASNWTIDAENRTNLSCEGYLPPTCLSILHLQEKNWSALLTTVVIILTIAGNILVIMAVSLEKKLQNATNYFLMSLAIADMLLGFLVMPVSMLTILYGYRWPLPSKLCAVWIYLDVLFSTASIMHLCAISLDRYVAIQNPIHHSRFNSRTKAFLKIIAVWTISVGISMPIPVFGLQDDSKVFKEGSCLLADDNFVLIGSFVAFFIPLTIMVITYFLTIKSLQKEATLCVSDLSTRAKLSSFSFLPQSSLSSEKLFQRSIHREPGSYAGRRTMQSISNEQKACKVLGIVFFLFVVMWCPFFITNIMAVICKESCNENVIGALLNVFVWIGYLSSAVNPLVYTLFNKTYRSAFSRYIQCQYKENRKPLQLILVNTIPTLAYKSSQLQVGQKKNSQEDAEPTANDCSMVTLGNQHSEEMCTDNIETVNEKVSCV
ABCB6 inh 2: human ABCB6 transporter inhibition | Q9NP58 | K562-ABCB6 porphyrin accumulation, flow cytometry, 1 h; hits give low values | fluorescence ratio to DMSO, % at 10 µM | actives 0.19% (n = 360,000);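 active = fluorescence ratio to DMSO below 75%, the collection mean minus 3 SD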;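 note: signal is porphyrin accumulated inside mitochondria; 100% equals median channel fluorescence of DMSO control wells; lower ratio means ABCB6 inhibition with less porphyrin fluorescence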
iPSC survival up: hiPSC single-cell survival enhancement; ATPlite luminescence; 100% = ROCK inhibitor wells, 0% = DMSO; survival enhancement, % at 20 µM; actives 0.044% (n = 360,000); AID 602274; in the data active = survival enhancement above about 18%;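 note: cells exposed to compounds for 16 hours before the ATP read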
CaV13 FRET inh: Disruptors of the CACNA1D IQ motif to Ca2+-dependent inactivation inhibitor domain association, primary screening, Förster resonance energy transfer in intact living …. inhibition, % at 12.3 µM. actives 0.098% (n = 340,000). HEK cells, CFP/YFP FRET ICDI-IQ, plate reader, 10 min; percent FRET-ratio fall versus neutral wells;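 active = mean replicate inhibition of at least 30% and at least 1% of replicates passing that level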;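 note: 0% = median of the neutral control wells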
Glyco luc inh: N-linked glycosylation inhibition; actives 0.23% (n = 360,000); D54 ERlucT glycosylation luciferase reporter, 24 h; percent of 100 nM tunicamycin response; AID 588692; reporter increase, % at 12.5 µM;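 active = mean luciferase reporter signal, scaled so untreated is 0 and the glycosylation-blocking control 100, at or above a set limit in every replicate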;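 note: luciferase carries N-glycosylation sites so blocking glycosylation raises the light; 0% = median of neutral control wells and 100% = median of 100 nM tunicamycin wells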
Starred values were filed as active, the others as inactive; nt = no result given.

1	Cc1c(C(=O)Nc2ccc(OC(F)(F)F)cc2)sc2nc3n(c(=O)c12)CCC3
2	CC(C)c1ccc(C(C(C(=O)c2ccccc2)N2CCOCC2)N2CCOCC2)cc1 (stereo unspecified)
3	Cn1c(SCC(=O)Nc2ccc(NC(=O)c3cccs3)cc2)nnc1-c1ccncc1
4	CC(=O)c1ccc(NC(=O)COC(=O)c2ccccc2N=Nc2ccc(N(C)C)cc2)cc1
5	CSCCC1C(=O)OC2(C)CC(C)(C)NC(=S)N12 (stereo unspecified)

screen / no.	1	2	3	4	5
Vif inh	3	25	7	6	nt
Granule exo inh	0	6	1	-3	-1
aDG glyco up	3.0	0.7	0.1	2.2	0.0
Cardio protect	-20	-2	-3	6	15
PDI turbidity	-1	-6	8	-1	7
HTR2A ag	8	-1	-5	-6	0
ABCB6 inh 2	66*	91	100	95	94
iPSC survival up	-0.5	0.0	2.5	-0.4	-1.4
CaV13 FRET inh	-7	-6	-5	-5	-6
Glyco luc inh	-3	-1	1	-8	nt

6	CC(=O)CSc1nc(-c2cccs2)c(C#N)c(=O)[nH]1
7	Cc1nc2ncnn2c(C)c1CCC(=O)NCc1ccccc1
8	O=C(O)c1cccc(Oc2ccccc2[N+](=O)[O-])c1
9	CSC1=C(C#N)C(c2sccc2C)CC(=O)N1 (stereo unspecified)
10	CCCCN(C)C(=O)c1nc2ccccn2c1CN1CCSCC1

screen / no.	6	7	8	9	10
Vif inh	0	20	nt	21	13
Granule exo inh	0	-1	-7	-1	-4
aDG glyco up	0.1	0.1	-0.2	-0.2	0.1
Cardio protect	1	-1	0	0	13
PDI turbidity	-5	-5	-8	-8	-2
HTR2A ag	3	0	11	5	0
ABCB6 inh 2	98	97	100	101	98
iPSC survival up	3.3	4.2	-0.6	-2.1	-0.6
CaV13 FRET inh	3	-6	-5	-6	-6
Glyco luc inh	0	4	2	5	2

11	CN(C)/N=C/c1ccc(OC(=O)c2cccc([N+](=O)[O-])c2)cc1
12	O=C(Nc1ccn(Cc2ccccc2F)n1)c1ccc(COc2ccccc2Cl)cc1
13	O=C(CCNC(=O)c1ccc(Br)cc1)Nc1cccc(S(=O)(=O)N2CCCCCC2)c1
14	O=C(CSc1nnnn1-c1ccc(Cl)cc1)NNC(=O)c1ccc([N+](=O)[O-])cc1
15	Cc1cc(N2CCC(C(N)=O)CC2)nc(-c2ccccc2)n1

screen / no.	11	12	13	14	15
Vif inh	-4	-4	-8	-3	27
Granule exo inh	2	0	27	-6	1
aDG glyco up	0.3	2.0	0.1	-0.2	-0.2
Cardio protect	-8	-10	-9	-9	12
PDI turbidity	-3	-3	-4	-1	-6
HTR2A ag	3	-7	-2	3	-3
ABCB6 inh 2	98	95	98	95	98
iPSC survival up	-0.1	2.2	-0.5	1.4	0.7
CaV13 FRET inh	-5	-5	-6	-3	-4
Glyco luc inh	2	-6	0	1	2

16	COc1ccc(C(=O)CCN2CCc3cc(OC)c(OC)cc3C2)cc1
17	Cc1cc(OCC(=O)NC(Cc2ccc(Cl)cc2)C(=O)O)c2c(C)c(C)c(=O)oc2c1 (stereo unspecified)
18	CCOc1ccc(OCCN2C(=O)NC3(CCCc4ccccc43)C2=O)cc1 (stereo unspecified)
19	CCC(C)C(CO)NCCCn1ccc(NC(=O)OCc2ccccc2)nc1=O (stereo unspecified)
20	CSCCC(NC(N)=O)C(=O)Nc1ccc2ccccc2c1 (stereo unspecified)

screen / no.	16	17	18	19	20
Vif inh	6	-7	-3	11	-4
Granule exo inh	11	-2	-1	-8	-2
aDG glyco up	-0.4	-0.2	0.0	0.0	-0.1
Cardio protect	-33	0	-11	16	-7
PDI turbidity	3	nt	-6	7	-4
HTR2A ag	-7	-1	-6	5	3
ABCB6 inh 2	97	95	91	105	101
iPSC survival up	-0.5	-1.6	-0.3	-3.1	-0.6
CaV13 FRET inh	5	nt	-5	-5	-7
Glyco luc inh	-4	-2	1	2	1

21	CC(C)N1CC2(CC(c3ccccc3C(F)(F)F)=NO2)CN1C(=O)c1ccco1 (stereo unspecified)
22	CC(C)OC(=O)c1cccnc1N1CCN(c2ccc(F)cc2)CC1
23	CCN(CC(=O)Nc1c(F)cccc1F)C(=O)CNC(=O)c1cccs1
24	O=C(NCCc1ccc2c(c1)OCCO2)c1cc(S(=O)(=O)N2CCCC2)ccc1Cl
25	CCN(CC)S(=O)(=O)c1ccc(N2CCOCC2)c(NC(=O)c2ccccc2F)c1

screen / no.	21	22	23	24	25
Vif inh	0	-6	-12	-2	12
Granule exo inh	-1	-7	-2	3	-2
aDG glyco up	0.0	0.5	0.0	0.3	0.1
Cardio protect	-10	0	-1	0	9
PDI turbidity	11	4	-1	1	1
HTR2A ag	-3	-6	-6	5	-2
ABCB6 inh 2	97	98	87	101	96
iPSC survival up	-1.1	0.1	-0.4	-0.4	2.1
CaV13 FRET inh	-6	nt	-3	-5	-5
Glyco luc inh	2	-1	-2	-1	0

26	O=C(CCC(=O)OCC(=O)c1ccc(Cl)cc1)NC1CCCCC1
27	COc1ccc(CC(=O)NNC(=O)CCc2ccccc2)cc1OC
28	CC(C)OC(=O)Cc1nc2sc(-c3ccccc3)cc2c(=O)[nH]1
29	COC(=O)C(NC(=O)CCC(=O)NC(C(=O)OC)c1ccccc1)c1ccccc1 (stereo unspecified)
30	COc1ccc(CNC(=O)Cn2c(=O)oc3ccccc32)cc1OC

screen / no.	26	27	28	29	30
Vif inh	-13	-3	-11	2	-4
Granule exo inh	0	2	3	-6	1
aDG glyco up	0.0	-0.2	0.0	-0.1	0.0
Cardio protect	-4	10	-10	6	9
PDI turbidity	2	5	-9	-3	2
HTR2A ag	-3	1	2	5	5
ABCB6 inh 2	101	99	108	97	106
iPSC survival up	0.6	1.1	-0.6	-2.0	-0.6
CaV13 FRET inh	-6	-5	-5	-12	nt
Glyco luc inh	0	1	1	-2	0

31	Cc1ccc2[nH]c(=O)c(C(c3nnnn3CC3CCCO3)N3CCOCC3)cc2c1 (stereo unspecified)
32	COC(=O)CN1C(=O)[C@@H]2[C@H](C1=O)[C@@H]1CC(C(=O)OC)=C[C@@H](C(=O)OC)[C@@H]3C1=C(C(=O)[C@@]3(C)NC(=O)c1ccccc1)[C@@H]2C
33	O=C(N/N=C/c1cn[nH]c1-c1ccccc1)c1ccco1
34	Cc1c(Cl)cccc1NC(=O)CSCC(N)=O
35	O=C(Nc1cccc2cccnc12)c1cccc([N+](=O)[O-])c1

screen / no.	31	32	33	34	35
Vif inh	3	-3	-1	23	-2
Granule exo inh	1	0	-5	0	4
aDG glyco up	0.0	0.1	-0.1	-0.3	-0.3
Cardio protect	3	3	21	-6	0
PDI turbidity	-9	-4	12	-11	10
HTR2A ag	4	5	2	-3	1
ABCB6 inh 2	83	100	97	99	88
iPSC survival up	-0.7	2.7	0.1	-2.4	-0.7
CaV13 FRET inh	-7	-7	-20	nt	-4
Glyco luc inh	2	1	-1	2	1

Printed as active in ABCB6 inh 2, among the entries above:
| entry | SMILES | Vif inh | Granule exo inh | aDG glyco up | PDI turbidity | HTR2A ag | ABCB6 inh 2 | CaV13 FRET inh | Glyco luc inh |
| --- | --- | --- | --- | --- | --- | --- | --- | --- | --- |
| 1 | Cc1c(C(=O)Nc2ccc(OC(F)(F)F)cc2)sc2nc3n(c(=O)c12)CCC3 | 3 | 0 | 3.0 | -1 | 8 | 66* | -7 | -3 |

Going on with the list:
36	O=C(Nc1cc(S(=O)(=O)N2CCOCC2)ccc1OCC(F)(F)F)c1ccc(N2CCCC2=O)cc1
37	Cc1ccc(NC(=S)N(CCC(C)C)C(C)c2ccncc2)c(Cl)c1 (stereo unspecified)
38	CCCc1nn(C)c(C(=O)Nc2cccc(C)c2)c1Cl
39	O=C(CC12CCC(CC1)C2)NCc1ccc2c(c1)OCO2
40	COc1ccc(NC(=O)c2ccccc2NC(=O)c2ccccc2C(=O)O)c(OC)c1

screen / no.	36	37	38	39	40
Vif inh	12	-7	-2	1	-1
Granule exo inh	20	-4	-2	-1	-6
aDG glyco up	0.1	0.0	0.2	-0.1	-0.1
Cardio protect	6	-5	-15	6	5
PDI turbidity	-2	-2	1	-4	-3
HTR2A ag	-3	-1	6	-1	12
ABCB6 inh 2	99	95	96	103	98
iPSC survival up	0.4	-0.6	0.9	-1.8	-0.3
CaV13 FRET inh	-4	-2	-5	-5	-4
Glyco luc inh	0	-2	-7	-1	3

41	CC1CCCCN1C(=O)C1CCCN(S(=O)(=O)c2cccc3nsnc23)C1 (stereo unspecified)
42	CC(=O)c1c(C)[nH]c(C(=O)N2CCN(c3ccccn3)CC2)c1C
43	O=C(COC(=O)c1ccc(S(=O)(=O)N2CCOCC2)cc1)NCc1cccs1
44	Cc1ccc(NC(=O)C2CCN(S(=O)(=O)c3cccc(C(F)(F)F)c3)CC2)nc1
45	CC(C)c1ccc(NC(=O)COC(=O)C2CCCCC2)cc1

screen / no.	41	42	43	44	45
Vif inh	5	-14	10	-3	19
Granule exo inh	-15	-5	1	0	-4
aDG glyco up	0.6	-0.1	-0.4	0.3	0.0
Cardio protect	2	2	1	-6	-6
PDI turbidity	-13	-13	16	5	-2
HTR2A ag	1	5	1	-4	-6
ABCB6 inh 2	104	96	99	98	94
iPSC survival up	0.0	-0.2	-1.7	-0.1	-0.4
CaV13 FRET inh	-15	-19	8	-4	-2
Glyco luc inh	-1	2	1	-2	0

Next part, overlapping the part above by three compounds.
43	O=C(COC(=O)c1ccc(S(=O)(=O)N2CCOCC2)cc1)NCc1cccs1
44	Cc1ccc(NC(=O)C2CCN(S(=O)(=O)c3cccc(C(F)(F)F)c3)CC2)nc1
45	CC(C)c1ccc(NC(=O)COC(=O)C2CCCCC2)cc1
46	Nc1cccc(Cl)c1N1CCOCC1
47	O=S(=O)(c1ccc(F)cc1)N1CCC(n2cnc3ccccc32)CC1
48	C=CCn1c(O)c(N=NC(=O)c2ccc3c(c2)OCO3)c2ccccc21
49	O=C(C1CCC(=O)N(C2CCCC2)C1)N1CCN(Cc2cccc(F)c2)CC1 (stereo unspecified)

screen / no.	43	44	45	46	47	48	49
Vif inh	10	-3	19	nt	29	9	-5
Granule exo inh	1	0	-4	-2	5	1	-7
aDG glyco up	-0.4	0.3	0.0	-0.2	0.0	-0.5	-0.1
Cardio protect	1	-6	-6	8	4	-7	0
PDI turbidity	16	5	-2	2	-4	-13	4
HTR2A ag	1	-4	-6	3	5	-2	3
ABCB6 inh 2	99	98	94	101	98	92	100
iPSC survival up	-1.7	-0.1	-0.4	-3.1	-0.3	-3.2	1.2
CaV13 FRET inh	8	-4	-2	nt	-6	-5	-3
Glyco luc inh	1	-2	0	1	-4	3	-1
